RAD52 inh = inhibitors of human RAD52 DNA annealing; recombinant RAD52 DNA annealing, FRET fluorescence; inhibition, % at 18.7 µM; 360,000 tested, 0.46% active;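 active = every replicate showing at least 50% inhibition; inconclusive = mean inhibition at least 50% but not in every replicate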
E-sel inducer = E-selectin induction on HUVECs. P16581. HUVEC E-selectin immunofluorescence imaging; normalized: neutral wells 0, TNF-alpha wells 100. activation, % at 7.58 µM. 260,000 tested, 0.37% active;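 active = mean E-selectin-positive cell signal at least 10% of the positive control, reached in at least 60% of replicates, without over 20% cell loss; inconclusive = no rule given, readout overlaps actives, possibly toxicity-flagged; inactive = the rest, including those meeting only one limit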;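 also: in these data hits start at about 27%; measured in HUVEC primary endothelial cells; signal is the percent of cells scored E-selectin positive by PE staining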
Target sequence (P16581 whole entry, looked up): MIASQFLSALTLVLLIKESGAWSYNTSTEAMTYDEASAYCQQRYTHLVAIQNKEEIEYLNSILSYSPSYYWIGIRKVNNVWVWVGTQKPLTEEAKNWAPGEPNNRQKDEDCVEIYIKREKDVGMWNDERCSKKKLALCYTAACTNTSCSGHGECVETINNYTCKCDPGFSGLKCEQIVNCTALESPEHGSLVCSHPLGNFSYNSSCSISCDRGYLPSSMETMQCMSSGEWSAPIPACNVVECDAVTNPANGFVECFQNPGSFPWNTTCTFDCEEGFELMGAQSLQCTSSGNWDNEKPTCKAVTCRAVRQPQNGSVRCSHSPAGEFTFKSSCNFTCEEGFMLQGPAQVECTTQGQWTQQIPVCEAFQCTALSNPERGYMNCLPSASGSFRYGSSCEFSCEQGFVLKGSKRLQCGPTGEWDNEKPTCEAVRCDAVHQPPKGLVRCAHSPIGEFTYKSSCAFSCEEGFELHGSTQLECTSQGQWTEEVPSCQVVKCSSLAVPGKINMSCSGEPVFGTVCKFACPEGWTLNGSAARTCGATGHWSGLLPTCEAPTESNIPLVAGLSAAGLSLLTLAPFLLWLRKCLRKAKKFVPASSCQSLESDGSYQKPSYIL
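Assay system: HUVEC, human umbilical vein endothelial cells / Amount: 3,000 HUVEC/well / Controls: TNF-alpha positive control, DMSO neutral control / Compound dosing: single concentration / Medium: EGM-2 over gelatin coat / Evaluation: percent E-selectin-positive cells / Signal: immunofluorescence imaging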
RAD54 branch = RAD54 (human) branch migration inhibition; Q92698; RAD54 Holliday junction branch migration, FAM/BHQ fluorescence; inhibition, % at 10.4 µM; 360,000 tested, 0.14% active;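 active = mean normalized replicate activity at least 40 and at least half of replicates scoring 40 or more; inconclusive = only one of the two criteria met; inactive = mean below 40 and under half of replicates reaching 40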;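 also: 0% = median of neutral control wells and 100% = median of positive control wells; inhibitors cause a drop in the FAM fluorescence signal; in these data hits start at about 50%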
S100A4 inh HTS = inhibitors of human S100A4 binding to myosin IIA peptide | 360,000 tested, 0.14% active | S100A4/TAMRA-MyoIIA peptide fluorescence polarization | P26447 | inhibition, % at 10.7 µM;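 active = mean inhibition of at least 70% across replicates, with every replicate also reaching that level; inconclusive = mean inhibition reaches 70% but some replicates fall short; inactive = mean inhibition below 70%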
Target sequence (P26447 whole entry, looked up): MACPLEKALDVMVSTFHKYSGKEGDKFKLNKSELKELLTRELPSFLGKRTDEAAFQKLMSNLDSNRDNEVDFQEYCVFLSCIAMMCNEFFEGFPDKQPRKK
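System – human S100A4 monomer protein, biochemical binding assay · Buffer or medium – Calcium-containing HEPES buffer, pH 7.2 · Timing – 5 min between mix addition and reading · Also added – TAMRA-labelled myosin IIA heavy-chain peptide probe, 5 nM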
XiGFP reactiv = reactivates the inactive X chromosome in mouse fibroblasts | activation, % at 7.58 µM | XiGFP mouse fibroblasts, % GFP-positive cells imaging, 3 d; cells co-treated with 5-aza-dC sensitizer; scaled so ellipticine positive control = 100% | 360,000 tested, 0.055% active;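 active = mean normalized replicate activation at least 10% and every replicate at or above 10%; inconclusive = only one of the two criteria met; inactive = mean below 10% and not all replicates reach 10%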;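 also: 0% = median of on-plate neutral control wells and 100% = ellipticine 6 µM median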
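System: XiGFP fibroblasts, SV40-immortalized. Medium: DMEM plus 5-aza-dC sensitizer. Doses: single point. Timing: 3 d treatment, 15 min room-temperature fixation. Control set: ellipticine 6 µM.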
FN deposit inh = fibronectin deposition inhibition; inhibition, % at 12.6 µM; AH1F fibroblasts, Alexa488-fibronectin deposition fluorescence, overnight; 350,000 tested, 0.086% active;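 active = mean inhibition across replicates of 30% or more, regardless of how many single replicates reach that level; inconclusive = mean under 30% yet at least half of replicates reach 30%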;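 also: positive control wells lacked labelled fibronectin entirely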
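Material: AH1F fibroblast monolayer depositing Alexa488-labelled fibronectin into matrix | Input: 10000 AH1F cells/well | Medium: DMEM plus 2% serum, read in PBS | Reagent: Alexa488-fibronectin, 24 nM final in well | Compound dosing: One dose per compound, pinned | Schedule: 1 h adhesion, overnight exposure | Measured by: Fluorescence at 485 nm excitation, 525 nm emission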
esBAF inh = inhibitors of esBAF chromatin remodeling in mouse ES cells | Bmi1-luciferase knock-in reporter, 24 h; 100% = twice the neutral-well signal | reporter increase, % at 12.5 µM | 350,000 tested, 2% active | AID 602393; in the data active = activation above about 40%; inconclusive = no clear call, values can overlap the other calls;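 also: 0% = median of the plate's neutral control wells and 100% = double that signal; a rise in the Bmi1 reporter signal indicates esBAF inhibition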
EWS-Fli block = inhibitors of EWS/Fli oncoprotein transcriptional activity; A673 NR0B1-luciferase reporter, viability-normalised; inhibition, % at 12.6 µM; 350,000 tested, 0.67% active; AID 651661;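 active = mean inhibition of at least 50% after viability correction, with every replicate also passing that limit; inconclusive = mean reaches 50% but only one of two replicates passes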;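 also: firefly luciferase signal divided by Alamar Blue viability fluorescence both relative to DMSO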
Starred values were filed as active, the others as inactive; ? = inconclusive; / = not tested or not shown; & = joins results of further samples.

Structure	RAD52 inh	E-sel inducer	RAD54 branch	S100A4 inh HTS	XiGFP reactiv	FN deposit inh	esBAF inh	EWS-Fli block
COc1ccc(C(=O)Nc2ccccc2-c2nnn(CC(N)=O)n2)cc1	0	7.3	0	-8	1.3	-6	6	-5
O=C(COCc1ccccc1)N[C@@H]1c2ccccc2CC[C@H]1OCc1ccccc1	6	-0.1	1	1	0.0	0	-2	7
S=C(NCc1ccc2c(c1)OCO2)NC1CC1	-7	-0.1	/	-1	0.0	10	/	2
CC1(C)CC(=O)C2=C(C1)Nc1ccccc1NC2c1ccccc1F (stereo not given)	-26	-0.1	-8	-2	0.3	1	5	7
CN(C)S(=O)(=O)c1cccc(NC(=O)CNc2cccc(S(=O)(=O)N3CCCCC3)c2)c1	-6	0.3	0	-4	0.4	-3	15	29
COc1ccc(N2CCN(c3ncnc4c3cnn4-c3ccc(C)cc3C)CC2)cc1	1	/	-1	0	/	/	-8	19
O=C(NCc1ccccc1Cl)C(=O)NCC1CCCN1S(=O)(=O)c1cccs1 (stereo not given)	-73	-0.2	-11	-8	0.0	3	-3	3
COc1ccc(/C=C/C(=O)OCC(=O)c2c[nH]c3ccccc23)cc1	-7	/	-6	-1	0.3	5	-1	8
CCCCOC(=O)n1c(=O)oc2ccc(S(=O)(=O)N3CCCCC3)cc21	4	/	-2	5	4.0	9	10	12
ClC1(Cl)CC1CSc1ncn[nH]1 (stereo not given)	-8	3.5	-8	-1	0.3	-1	3	0
C[C@@H]1CN([C@H](C)CO)C(=O)Cc2cc(NC(=O)CCN3CCOCC3)ccc2O[C@@H]1CN(C)S(=O)(=O)c1ccccc1	-10	-3.0	-18	6	-0.1	/	3	-2
COc1ccc(Cl)cc1NC(=O)NCCN1CCCCC1	-7	-1.5	-14	-43	0.0	-4	-2	4
CCCc1nc2nc(C)c(NS(=O)(=O)c3ccc(C(C)(C)C)cc3)c(=O)n2[nH]1	3	/	-5	2	0.3	-5	3	-5
C[C@H](CO)N1C[C@H](C)[C@H](CN(C)C(=O)Nc2ccccc2)Oc2ncc(C3=CCCC3)cc2C1=O	20	-0.2	-2	19	1.0	/	-2	-6
Cc1noc(C)c1NC(=O)Nc1ccc2c(c1)C(=O)N([C@H](C)CO)C[C@H](C)[C@H](CN(C)C(=O)Nc1ccc(C(F)(F)F)cc1)OCCCC[C@@H](C)O2	1	-0.3	-32	3	0.1	-8	1	7
COC(=O)c1ccc(CSc2nc3sc(C(=O)O)c(C)c3c(=O)[nH]2)cc1	-16	/	/	2	0.0	-1	/	14
Cc1c(Cl)cccc1N1C(=O)CC(NNC(=O)c2cccnc2)C1=O (stereo not given)	-8	-1.2	5	-1	0.5	-3	/	6
CCOC(=O)N1CCN(C(=O)CSc2nnc(-c3ccc(C(C)(C)C)cc3)o2)CC1	-2	-0.2	-1	-8	0.4	5	2	-39
O=C(C[C@H]1C=C[C@H](NS(=O)(=O)c2ccc(F)cc2)[C@H](CO)O1)NCc1ccncn1	-4	0.2	-1	-4	0.0	-4	1	1
CC(C(=O)NCC1CCCCC1)N(C)Cc1cccc(Cl)c1 (stereo not given)	0	/	/	1	0.0	2	/	-6
c1cncc(CNc2nc(-c3cccnc3)nc3ccccc23)c1	-11	/	15	-9	-0.1	14	1	11
O=C(NC1(C(F)(F)F)NC(=O)N(CCc2ccccc2)C1=O)C1CC1 (stereo not given)	2	-0.1	1	-1	0.1	2	11	-9
O=C(NC1=NN(c2ccccc2)CC1)Nc1ccccc1F	-14	6.6	8	-3	50*	1	/	-36
Cc1c(NC(=O)CSc2ccc(Cl)cc2)c(=O)n(-c2ccccc2)n1C	-9	/	/	1	0.0	-1	/	-10
O=C(NC(c1ccc(F)cc1)c1ccc2ccccc2n1)C1CCN(Cc2ccc(Oc3ccccc3)cc2)CC1 (stereo not given)	-53	-0.2	11	1	-0.1	-1	7	10
COc1ccc(C(=O)OCC(=O)c2ccc(S(=O)(=O)N3CCCCC3)cc2)c(OC)c1	-14	/	15	-2	0.0	2	-1	2
COCC#Cc1ccc([C@H]2[C@@H](CO)N3C(=O)CN(C(=O)c4ccncc4)C[C@H]23)cc1	1	0.1	/	26	0.2	-6	/	8
Cc1cc(C)cc(C(=O)NC(=S)Nc2cccnc2)c1	-11	/	1	39	0.2	1	0	6
O=C(O)c1cccc(NC(=O)c2cc(NC(=O)c3ccccc3)cc(NC(=O)c3ccccc3)c2)c1	-11	-0.2	0	-1	0.0	8	-2	11
COc1ccc2c3c([nH]c2c1)[C@H](CO)N(C(=O)NC(C)C)CC31CN(Cc2ccccc2)C1	11	-0.4	/	-33	0.0	/	/	17
Nc1ccc(N=Nc2ccccc2)c2cccnc12	2	0.8	-3	1	0.0	4	?	7
Cc1ccc(C(=O)N/C(=C\c2ccccc2F)c2nc(=S)[nH][nH]2)cc1	8	/	/	0	0.0	-4	-2	-36
COC(=O)c1ccc2cc(F)cc(C)c2n1	-7	-1.9	4	-5	0.1	3	-3	8
COc1ccccc1OCC(=O)N1CCN(C(=O)c2ccco2)CC1	0	0.5	1	7	0.0	-2	/	/
COC(=O)C[C@H]1CC[C@@H]2[C@@H](COc3ccc(NS(=O)(=O)c4ccc(F)cc4)cc3C(=O)N2C)O1	6	0.0	5	3	0.0	4	3	0
O=C(CC1CCCC1)NNC(=O)c1ccccc1O	-6	0.2	1	8	-0.1	/	25	-22
C[C@H]1CN([C@@H](C)CO)S(=O)(=O)c2ccc(-c3ccc(C#N)cc3)cc2O[C@H]1CN(C)C(=O)CN(C)C	9&8&-27	-0.5&-0.1	1&-2&4	-4&5&-3	-0.6&0.1	-5&7	6&-1&2	-13&4&0
CO[C@H]1CN(C)C(=O)c2ccc(NC(=O)NC(C)C)cc2OC[C@H](C)N(C)C[C@@H]1C	3	0.1	/	5	0.2	-11	/	/
COc1ncnc2c1ncn2CCCN1CCN(c2ncccn2)CC1	-1	-1.6	/	-4	0.0	7	4	4
CN(C)/C(=N\S(=O)(=O)c1ccc(Cl)cc1)c1ccc(F)cc1	-1	0.3	-6	-1	0.0	6	-5	4
O=C(COC(=O)c1ccc(S(=O)(=O)N2CCOCC2)cc1)NCc1ccco1	-13	0.0	-1	21	0.0	-7	4	1
COc1ccc(NC(=O)N(C)C[C@H]2Oc3c(NS(=O)(=O)c4ccccc4)cccc3C(=O)N([C@@H](C)CO)C[C@@H]2C)cc1	/	1.0	/	/	0.0	/	7	-1
C[C@@H](NC(=O)[C@@H]1Cc2ccccc2CN1)C(=O)NCc1ccco1	-7	/	/	0	-0.1	1	/	-4
C[C@@H]1CCCCO[C@@H](CN(C)C(=O)Nc2ccc3c(c2)OCO3)[C@H](C)CN([C@@H](C)CO)C(=O)c2cc(NC(=O)CCC(F)(F)F)ccc2O1	-2	-0.1	-1	6	-0.8	/	5	2
O=C(CCNC(=O)c1ccccc1Cl)NCCC1=CCCCC1	-2	/	4	-17	-0.1	-2	11	-11
Cc1cccc(NC(=O)CN2CCN(C(=O)CN3C(=O)NC4(CC(C)CC(C)(C)C4)C3=O)CC2)c1C (stereo not given)	-16	-0.9	-11	-8	0.0	3	5	0
Cc1c(Cl)c([N+](=O)[O-])nn1CC(=O)N1CCN(C23CC4CC(CC(C4)C2)C3)CC1	-2	-0.2	-6	31	0.2	-2	6	6
COc1cccc(-c2cc(C(=O)Nc3ccncc3)c3ccccc3n2)c1	-19	-0.1	8	0	-0.2	-4	-4	/
NC(=O)NC(c1ccccc1)c1ccccc1	-8	/	7	4	/	/	-3	11
CN(c1ccc(OCC(=O)OCC(=O)Nc2ccc(OC(F)F)cc2)cc1)S(=O)(=O)c1cccs1	-18	0.2	-4	-1	0.0	3	-4	4
COc1ccc2c3c([nH]c2c1)[C@H](CO)N(Cc1ccccc1)CC31CN(C)C1	30	-0.2	/	-6	0.3	/	/	-1
CCC1(CC)C(=O)C2=C3C1[C@H](C(=O)OC)C=C(C(=O)OC)C[C@H]3[C@H]1C(=O)N(CC(=O)OC)C(=O)[C@H]1[C@H]2C (stereo not given in full)	0	-0.4	-13	0	0.2	-10	-4	6
COc1cccc(NC(=O)C2(C)CCN2Cc2ccc3ccccc3c2)c1 (stereo not given)	-4	-0.2	-4	0	0.1	-2	4	0

Exported with values under each structure: part of the list above.
Fields: RAD52 inh, E-sel inducer, RAD54 branch, S100A4 inh HTS, XiGFP reactiv, FN deposit inh, esBAF inh, EWS-Fli block
Cc1cccc(NC(=O)CN2CCN(C(=O)CN3C(=O)NC4(CC(C)CC(C)(C)C4)C3=O)CC2)c1C (stereo not given)
 : -16, -0.9, -11, -8, 0.0, 3, 5, 0
Cc1c(Cl)c([N+](=O)[O-])nn1CC(=O)N1CCN(C23CC4CC(CC(C4)C2)C3)CC1
 : -2, -0.2, -6, 31, 0.2, -2, 6, 6
COc1cccc(-c2cc(C(=O)Nc3ccncc3)c3ccccc3n2)c1
 : -19, -0.1, 8, 0, -0.2, -4, -4, /
NC(=O)NC(c1ccccc1)c1ccccc1
 : -8, /, 7, 4, /, /, -3, 11
CN(c1ccc(OCC(=O)OCC(=O)Nc2ccc(OC(F)F)cc2)cc1)S(=O)(=O)c1cccs1
 : -18, 0.2, -4, -1, 0.0, 3, -4, 4
